PME-1 inh – PME-1 inhibitors via competitive probe labeling, primary screen, biochemical, fluorescence polarization, FP-Rh probe, HTS | 0.53% of 320,000 active | recombinant PME-1 | inhibition, % at 5.9 µM | Protein phosphatase methylesterase 1 (Homo sapiens), Q9Y570;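 active = inhibition above the campaign mean of all compounds plus 3 SD, cut at about 26% in these data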;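 note: competitive labeling of PME-1 active site by serine hydrolase directed probe; 0% = PME-1 with DMSO and 100% = wells lacking PME-1 enzyme; inhibitors block probe labeling so polarization falls and inhibition rises; many of its hits are not listed in these tables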
PAD4 inh – human PAD4 inhibitors, primary screen, biochemical, fluorescence polarization, 1536-well format; recombinant PAD4, RCA probe fluorescence polarization; 0.41% of 330,000 active; inhibition, % at 6.36 µM;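 active = percent inhibition above a cutoff equal to the mean of all tested compounds plus 3 SD, cut at about 15% in these data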;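 note: 0% = PAD4 with RCA probe and DMSO and 100% = probe without PAD4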
PAFAH1B2 FP inh – PAFAH1B2 enzyme inhibitors, primary screen, biochemical, fluorescence polarization, human; Platelet-activating factor acetylhydrolase IB subunit alpha2 (Homo sapiens), P68402; recombinant PAFAH1B2, FP-rhodamine activity probe; inhibition, % at 3.39 µM; 1.2% of 340,000 active; AID 492953, 2010;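 active = inhibition above the mean of all tested compounds plus 3 SD, cut at about 24% in these data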;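 note: 0% = enzyme with DMSO and 100% = wells lacking PAFAH1B2; many of its hits are not listed in these tables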
PAFAH1B3 FP inh – PAFAH1B3 enzyme inhibitors, primary screen, biochemical, fluorescence polarization, human. recombinant PAFAH1B3, FP-rhodamine probe. AID 492972, 2010. 0.28% of 340,000 active. Platelet-activating factor acetylhydrolase IB subunit alpha1 (Homo sapiens), Q15102. inhibition, % at 3.39 µM;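 active = inhibition above the screen-wide average of all tested compounds plus 3 SD, cut at about 25% in these data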;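 note: 0% = enzyme with DMSO only and 100% = wells lacking PAFAH1B3 protein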
LYPLA1 inh – LYPLA1 inhibitors, primary screen, counter-screen for PME1 inhibitor project, biochemical, fluorescence polarization, FP-Rh probe ABPP | Acyl-protein thioesterase 1 (Homo sapiens), O75608 | recombinant LYPLA1 | inhibition, % at 5.9 µM | 0.16% of 320,000 active;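 active = inhibition above the mean of all tested compounds plus 3 SD, set per campaign, cut at about 14% in these data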;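 note: inhibitors block serine hydrolase probe labeling of LYPLA1 so polarization falls; 0% = enzyme with DMSO and 100% = wells lacking LYPLA1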
PAFAH2 inh – PAFAH2 enzyme inhibitors, primary screen, biochemical, fluorescence polarization, human. inhibition, % at 3.39 µM. recombinant PAFAH2, FP-rhodamine activity probe. Platelet-activating factor acetylhydrolase 2, cytoplasmic (Homo sapiens), Q99487. 0.99% of 340,000 active;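 active = inhibition above the mean over all tested compounds plus 3 SD, cut at about 30% in these data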;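 note: inhibitors block probe labeling of enzyme so polarization drops; 0% = enzyme with DMSO and 100% = wells lacking PAFAH2 protein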
LYPLA2 counter – LYPLA2 inhibitors, primary screen, counter-screen for PME1 inhibitor project, biochemical, fluorescence polarization, FP-Rh probe ABPP; recombinant LYPLA2; inhibition, % at 5.9 µM; 0.38% of 320,000 active;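 active = inhibition above the screen-wide mean plus 3 SD, limit set per campaign, cut at about 26% in these data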;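 note: 0% = LYPLA2 with DMSO and 100% = wells lacking LYPLA2 enzyme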
Target sequence (O95372 whole entry, looked up): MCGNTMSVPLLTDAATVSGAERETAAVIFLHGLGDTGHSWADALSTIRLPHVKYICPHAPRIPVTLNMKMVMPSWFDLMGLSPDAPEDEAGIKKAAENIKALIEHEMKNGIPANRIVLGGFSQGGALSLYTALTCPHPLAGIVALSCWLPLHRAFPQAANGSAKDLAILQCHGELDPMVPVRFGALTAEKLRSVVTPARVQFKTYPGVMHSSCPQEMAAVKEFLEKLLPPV
GSTO1 counter – inhibitors of recombinant GSTO1, primary screen, counter-screen for RBBP9 inhibitor project, biochemical, fluorescence polarization; Glutathione S-transferase omega-1 (Homo sapiens), P78417; activity-based probe fluorescence polarization; inhibition, % at 5.96 µM; 1.1% of 300,000 active; AID 1974, 2009;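 active = inhibition above the campaign mean inhibition plus 3 SD, cut at about 35% in these data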;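 note: 0% = GSTO1-1 with DMSO and 100% = wells lacking GSTO1-1 enzyme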
Target sequence (P78417 whole entry, looked up): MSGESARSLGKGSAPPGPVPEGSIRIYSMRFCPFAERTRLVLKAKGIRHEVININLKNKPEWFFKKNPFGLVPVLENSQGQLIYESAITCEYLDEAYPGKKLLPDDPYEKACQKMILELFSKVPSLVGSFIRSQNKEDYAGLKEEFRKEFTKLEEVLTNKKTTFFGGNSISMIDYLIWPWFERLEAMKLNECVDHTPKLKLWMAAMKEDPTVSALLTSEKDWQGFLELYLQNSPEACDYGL
pPAFAH FP inh – pPAFAH enzyme inhibitors, primary screen, biochemical, fluorescence polarization, human | recombinant pPAFAH, FP-rhodamine probe fluorescence polarization | inhibition, % at 3.39 µM | 1.5% of 330,000 active;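 active = inhibition above the mean inhibition across the screen plus 3 SD, cut at about 25% in these data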;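 note: inhibitors block binding of the rhodamine activity-based probe so polarization drops; 0% = enzyme with DMSO and 100% = wells lacking pPAFAH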
Target sequence (Q13093 whole entry, looked up): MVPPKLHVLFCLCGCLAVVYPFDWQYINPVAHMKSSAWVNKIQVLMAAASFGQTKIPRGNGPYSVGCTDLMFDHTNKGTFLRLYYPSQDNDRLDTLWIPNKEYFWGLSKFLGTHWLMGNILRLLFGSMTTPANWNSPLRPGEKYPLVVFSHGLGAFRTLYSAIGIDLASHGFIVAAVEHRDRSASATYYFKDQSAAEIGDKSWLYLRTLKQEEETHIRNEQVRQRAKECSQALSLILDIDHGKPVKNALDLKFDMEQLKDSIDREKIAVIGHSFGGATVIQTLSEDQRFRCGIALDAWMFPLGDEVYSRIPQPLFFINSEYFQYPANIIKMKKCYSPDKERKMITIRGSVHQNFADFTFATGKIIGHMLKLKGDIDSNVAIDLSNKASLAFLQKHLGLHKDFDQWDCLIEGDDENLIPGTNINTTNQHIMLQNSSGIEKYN
Starred values were filed as active, the others as inactive; . = not tested or not shown.

Results follow in this order: PAD4 inh	PME-1 inh	LYPLA1 inh	pPAFAH FP inh	LYPLA2 counter	PAFAH1B3 FP inh	PAFAH1B2 FP inh	PAFAH2 inh	GSTO1 counter
> CSc1nc(N(C)C)nc(N(C)C#N)n1
    -2.9	-3.3	-3.9	2.3	-0.5	3.5	2.7	9.2	4.5
> COc1ccc(CCN2C(=O)CSC2=S)cc1OC
    -94.5	-15.4	-3.5	-16.0	-5.3	-8.4	1.3	-15.4	-3.7
> CCNc1nc(Oc2c(Cl)cccc2Cl)cc(C(F)(F)F)n1
    -0.9	-1.9	-0.5	-0.4	3.7	-2.5	4.2	-0.4	3.8
> CN1CCN(S(=O)(=O)c2cccc(C(=O)NCCOc3ccccc3)c2)CC1
    3.3	-0.8	0.0	-0.8	-0.2	13.0	2.8	-2.4	-4.2
> CC(C)(C)NC(=O)CN(C(=O)c1snc(C(=O)NC2CCCCC2)c1N)c1ccccc1F
    -0.1	-7.8	-3.8	3.3	3.7	8.9	6.4	3.3	-4.0
> Cc1cc(SCC(=O)NN)c2cc(Br)ccc2n1
    5.3	9.6	-4.0	9.9	-2.1	4.1	-4.6	2.8	-27.7
> O=C(CSc1nnnn1-c1ccccc1)Nc1ccc(Cl)cn1
    -8.6	-0.8	-1.8	5.3	13.3	16.7	-2.8	-8.4	-1.8
> COc1ccc(CC2(C)OC(c3ccc(Cl)cc3)=NN2C(C)=O)cc1 (stereo not given)
    -4.2	7.0	7.1	1.1	6.8	-1.6	-1.0	2.4	2.0
> O=c1[nH]c2cc([N+](=O)[O-])c(NCCO)c([N+](=O)[O-])c2[nH]1
    -3.4	4.7	-1.3	0.6	5.9	.	.	.	-3.3
> O=C(O)C1CCCCC1C(=O)NCCc1ccncc1 (stereo not given)
    -5.1	4.0	-1.8	1.9	-7.5	0.9	1.9	5.0	-2.8
> NC(=O)CC(NC(=O)Cc1ccc(Br)cc1)c1ccc(N2CCN(c3ccccn3)CC2)c([N+](=O)[O-])c1 (stereo not given)
    -0.4	0.7	-3.7	7.7	-6.3	12.6	3.0	3.6	7.3
> O=C(N/N=C/c1cccnc1)c1cc2ccccc2cc1O
    -8.5	12.5	-9.2	58.0*	-6.7	18.8	2.9	-1.3	21.4
> COc1ccc(Nc2ccccc2)c(C)c1
    5.4	0.8	-1.8	7.2	5.9	-4.3	1.1	-1.6	9.0
> COc1ccc2[nH]c3c(=O)n(Cc4ccc(C(=O)N5CCCC5)cc4)c(=S)[nH]c3c2c1
    -2.9	-0.7	3.8	3.8	4.7	6.0	-1.3	11.2	3.7
> COC(=O)CCC(=O)OC1(C)C(=O)C=C2C=C(C3CC3)N(CCCOC(C)C)C=C2C1=O (stereo not given)
    29.9*	3.6	2.3	4.7	4.9	6.9	-0.5	-7.1	58.8*
> CCOc1ccc(N(Cc2ccc(C(=O)O)cc2)S(=O)(=O)c2ccc(C)cc2)cc1
    2.0	0.8	-0.2	0.7	0.2	5.1	3.8	5.3	9.4
> COc1cccc(C(=O)N/N=C(/c2ccccc2)c2ccccn2)c1
    -3.9	-0.1	-7.0	6.1	1.5	4.1	7.5	10.4	-3.2
> CN(Cc1ccc(C#CCCO)cc1)CC1CCCN(CCc2ccc(Cl)cc2)C1 (stereo not given)
    -7.5	-2.9	-1.2	0.8	0.9	0.9	1.0	-8.8	4.4
> CC(=O)Nc1cccc2c1Cc1ccccc1-2
    -0.1	-0.1	-3.2	8.7	-2.3	2.0	2.2	42.2*	-4.2
> COCCNC(=O)Cc1c(C)c2c(cc(C)c3c(C)coc32)oc1=O
    0.8	1.9	-2.0	2.9	-0.9	3.6	4.0	3.6	0.8
> COCCSc1ccccc1C(=O)NCc1ccc2c(c1)OCO2
    -3.6	3.0	0.6	-3.3	3.5	-4.0	-3.8	-1.6	1.5
> Cc1ccc(S(=O)(=O)NCCN2CCOCC2)cc1C
    3.4	-0.7	-1.4	2.9	2.0	7.0	3.2	-3.0	4.5
> CCOC(=O)N1CCN(C(=O)CSc2ccc3nnc(-c4ccncc4)n3n2)CC1
    -4.0	3.9	0.2	1.0	3.2	0.6	-1.4	10.7	3.5
> CCC(=O)N(Cc1cc2cc(OC)ccc2[nH]c1=O)c1ccc(C)cc1
    0.8	-0.1	1.9	4.3	6.1	-5.3	4.8	-5.3	-9.4
> CN(C)S(=O)(=O)c1ccc(N2CCCC2)c(C(=O)NC2(C)CCS(=O)(=O)C2)c1 (stereo not given)
    2.9	-0.4	1.4	-0.9	-5.6	2.5	2.2	0.8	6.3
> Brc1ccc2ncnc(Nc3cccc4ccccc34)c2c1
    2.1	-5.9	-4.8	4.4	-2.6	1.1	-1.0	1.2	-11.1
> Cc1ccc(C)n1-c1cccc(C(=O)Nc2ccccc2)c1
    0.8	-8.2	1.3	6.5	-3.0	5.9	0.6	1.7	-7.1
> CC(=O)Nc1ccc(S(=O)(=O)Nc2nc3ccccc3nc2N2CCc3ccccc3C2)cc1
    -5.6	-2.7	-4.2	24.0	-2.3	6.5	6.1	17.0	-11.7
> O=C(CCc1nnc2ccc(N3CCC4(CC3)OCCO4)nn12)N1CCCCC1
    0.4	4.6	12.0	2.3	14.5	7.4	-1.8	5.7	-2.2
> COc1ccc(CN2C3CCCC2CC(NC(=O)c2cccc(F)c2)C3)cc1 (stereo not given)
    2.9	7.3	-0.6	0.6	-4.0	6.2	3.8	-6.8	-3.2
> CCOc1ccc(-n2cnnn2)cc1S(=O)(=O)NC1CC1
    1.1	3.6	-0.8	3.8	-1.1	18.4	4.1	5.0	-0.8
> CC(C(N)=O)N1C(=O)NC2(CCCc3ccccc32)C1=O (stereo not given)
    -2.2	1.6	-2.6	2.7	-1.7	2.3	3.7	5.9	1.3
> O=C(NCN1C(=O)C2C3C=CC(C3)C2C1=O)Nc1cccnc1 (stereo not given)
    -0.2	-2.8	1.0	2.8	2.0	2.0	-4.9	-7.0	7.5
> COC(=O)c1ccc(CNC(=O)Cn2cnc(C(=O)Nc3ccc(C)c(C)c3)n2)cc1
    -1.4	.	.	4.7	.	10.6	3.8	4.9	.
> Cc1ccnc(NS(=O)(=O)c2ccc(NC(=O)CCOc3ccccc3)cc2)n1
    4.7	2.0	-0.2	4.1	0.0	0.2	0.3	-1.8	3.2
> O=[N+]([O-])c1ccccc1S(=O)(=O)N(CC(O)CN1CCCCC1)c1ccccc1 (stereo not given)
    6.5	2.5	-0.3	0.9	-3.2	10.5	8.9	2.9	-1.7
> CCOc1cc(/C=N/N=C2/NC(=O)C(CC(=O)O)S2)ccc1OCc1ccc(Cl)cc1 (stereo not given)
    3.4	24.9	-1.4	24.6*	7.2	0.2	1.0	0.1	2.2
> COc1ccccc1N1CCN(C(=O)Cn2nnc(-c3cccs3)n2)CC1
    -2.8	-9.1	-0.3	-4.9	-3.2	6.1	4.6	-1.1	2.3
> COc1ccc(-c2nc(CS(=O)(=O)CC(=O)NCc3cccc(F)c3)c(C)o2)cc1
    2.5	-1.3	2.0	2.0	4.9	-1.8	-2.9	0.4	1.0
> CC(C)(C)C(=O)NC(c1ccccc1)c1c(O)ccc2ccccc12 (stereo not given)
    -4.5	4.1	1.0	-11.3	0.6	0.2	0.5	1.1	52.7*
> COc1cccc(OCC(=O)NNC(=O)c2ccc3ccccc3c2)c1
    0.1	-2.5	2.6	2.8	-1.2	3.1	2.5	-5.1	0.8
> Cc1ccccc1NC(=O)c1ccc2snnc2c1
    2.2	-4.0	-0.2	9.3	11.0	5.0	6.3	-7.8	-3.8
> Cc1ccc2nc(C)c(C(=O)N/N=C/c3cccc([N+](=O)[O-])c3)cc2c1
    -6.2	2.7	0.6	3.5	5.3	5.0	1.2	5.8	-0.5
> COc1cc(OC)cc(C(=O)NC2=NCCS2)c1
    -4.6	3.2	2.5	3.6	6.9	10.6	2.3	2.5	-0.8
> C=CCN(c1ccccc1)S(=O)(=O)c1ccc2c(c1)N(C(C)=O)CCO2
    1.8	-0.4	2.9	-0.9	5.0	2.9	10.8	-1.1	6.5
> COc1cc(CN2CC(=O)N(c3ccc(C)c(Cl)c3)C2=S)cc(OC)c1OC
    3.0	-2.8	-2.8	1.2	-4.7	10.7	1.3	-2.6	-12.9
> O=C(CCSCc1ccc(Cl)cc1)NCc1cccnc1
    -3.5	3.6	2.2	22.8	4.9	7.6	12.7	4.8	3.0
> CCCC(=O)Nc1ccc(NC(=O)C23CC4CC(CC(C4)C2)C3)cn1
    1.9	3.2	-3.0	2.0	-5.7	0.9	12.0	-1.3	-5.2
> COc1cc(OC)cc(C(=O)OCc2cc3ccccc3[nH]c2=O)c1
    2.0	-12.1	-3.8	-8.3	0.8	-5.9	-3.6	-14.7	-1.6
> CCOc1ccc(NC(=O)Nc2cccc(C(=O)O)c2)cc1
    0.0	3.8	1.1	-0.8	-5.9	3.9	4.6	-2.6	6.3

(list continues)
Results follow in this order: PAD4 inh	PME-1 inh	LYPLA1 inh	pPAFAH FP inh	LYPLA2 counter	PAFAH1B3 FP inh	PAFAH1B2 FP inh	PAFAH2 inh	GSTO1 counter
> Oc1ccc(Nc2nc(-c3ccccc3F)nc3ccccc23)cc1
    -1.0	1.1	-7.2	3.5	5.0	-5.4	-1.7	-3.5	6.0
> COc1ccccc1N1CCN(c2cc(=O)n(-c3ccc(Br)cc3)c(=O)[nH]2)CC1
    2.1	-2.2	0.5	2.9	6.3	18.6	-1.4	-2.8	-1.6
> FC(F)(F)c1nc2nncn2c2c1CCCCC2
    0.1	-6.1	-2.4	3.8	-2.9	8.4	5.8	-7.3	-3.6
> O=C(Nc1c(C(=O)N2CCN(c3ccccn3)CC2)oc2ccccc12)c1ccc([N+](=O)[O-])cc1
    0.3	-3.5	-3.4	4.5	-6.1	0.0	-0.5	0.6	1.1
> CC(C)c1ccc(NC2CCCN(C(=O)CCN3CCCC3=O)C2)cc1 (stereo not given)
    -0.6	-4.0	-0.1	-5.7	-0.3	-8.7	-7.8	-1.3	4.6
> COc1ccc(-c2c(C(F)(F)F)oc3c(CN4CCN(C)CC4)c(O)ccc3c2=O)cc1
    -2.6	3.0	3.7	4.8	-2.3	2.9	5.3	1.6	-0.8
> CCCn1c2ccccc2c2nnc(SCC(=O)OCC)nc21
    0.2	5.5	2.2	-4.5	0.2	3.1	1.8	-9.7	-7.5
> Cc1ccc(NC(=O)CN(C)S(=O)(=O)c2cccs2)cc1C
    0.1	-1.2	1.0	3.4	-0.7	-4.4	-1.8	-6.0	-3.4
> CC1CCc2c(C(=O)NCCN3CCOCC3)csc2C1 (stereo not given)
    -4.6	-7.7	0.1	-4.7	-6.1	-1.5	1.9	0.8	2.5

These rows are one share of the data; rates above refer to the full screens.
